Screens (PubChem BioAssay)
LGR2 antag: inhibitors of bursicon-induced LGR2 CRE-luciferase signal, primary screen, cell-based, HEK293, CRE-luciferase reporter, bursicon stimulation | Drosophila bursicon receptor LGR2 (rickets) | bursicon-stimulated, 4 h | inhibition, % at 9.99 µM | hit rate 0.35% among 380,000 | AID 720647, 2013;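 active means drop in luminescence signal, shown as inhibition above about 50% in the replicate tests, limit read from the data, passing the limit was not always enough; inconclusive means probably only some replicates passing the limit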;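 further: agonist challenge used bursicon conditioned medium at about half maximal strength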
FN deposit inh: inhibitors of fibronectin matrix deposition, primary screen, AH1F cells, Alexa488-fibronectin fluorescence, plate reader | AH1F fibroblasts, overnight | inhibition, % at 12.6 µM | hit rate 0.086% among 350,000;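 active means mean inhibition across replicates of 30% or more, regardless of how many single replicates reach that level; inconclusive means mean under 30% yet at least half of replicates reach 30%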;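 further: positive control wells lacked labelled fibronectin entirely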
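Assay system: AH1F fibroblast monolayer, labelled fibronectin deposition. Amount: 10000 cells per well. Also added: labelled fibronectin 24 nM. Compound: single-point pinned compound. Incubation: cell attachment 1 h, compound and FN exposure overnight. Detection: fluorescence after three HBSS washes, excitation 485 nm, emission 525 nm. Read-out: inhibition of fibronectin deposition signal.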
ERAP1 HTS inh: human ERAP1 aminopeptidase inhibitors, primary screen, biochemical, single point, plate reader; recombinant ERAP1, Leu-AMC fluorescence, 60 min; hit rate 0.15% among 340,000; inhibition, % at 10.7 µM; AID 652197, 2013;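 active means mean replicate inhibition of at least 30%, or all replicates individually reaching that 30% level; inactive means mean below 30% and not every replicate reaching it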;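 further: 0% = neutral control wells and 100% = L-leucinethiol positive control wells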
Target sequence (Q9NZ08 whole entry, looked up): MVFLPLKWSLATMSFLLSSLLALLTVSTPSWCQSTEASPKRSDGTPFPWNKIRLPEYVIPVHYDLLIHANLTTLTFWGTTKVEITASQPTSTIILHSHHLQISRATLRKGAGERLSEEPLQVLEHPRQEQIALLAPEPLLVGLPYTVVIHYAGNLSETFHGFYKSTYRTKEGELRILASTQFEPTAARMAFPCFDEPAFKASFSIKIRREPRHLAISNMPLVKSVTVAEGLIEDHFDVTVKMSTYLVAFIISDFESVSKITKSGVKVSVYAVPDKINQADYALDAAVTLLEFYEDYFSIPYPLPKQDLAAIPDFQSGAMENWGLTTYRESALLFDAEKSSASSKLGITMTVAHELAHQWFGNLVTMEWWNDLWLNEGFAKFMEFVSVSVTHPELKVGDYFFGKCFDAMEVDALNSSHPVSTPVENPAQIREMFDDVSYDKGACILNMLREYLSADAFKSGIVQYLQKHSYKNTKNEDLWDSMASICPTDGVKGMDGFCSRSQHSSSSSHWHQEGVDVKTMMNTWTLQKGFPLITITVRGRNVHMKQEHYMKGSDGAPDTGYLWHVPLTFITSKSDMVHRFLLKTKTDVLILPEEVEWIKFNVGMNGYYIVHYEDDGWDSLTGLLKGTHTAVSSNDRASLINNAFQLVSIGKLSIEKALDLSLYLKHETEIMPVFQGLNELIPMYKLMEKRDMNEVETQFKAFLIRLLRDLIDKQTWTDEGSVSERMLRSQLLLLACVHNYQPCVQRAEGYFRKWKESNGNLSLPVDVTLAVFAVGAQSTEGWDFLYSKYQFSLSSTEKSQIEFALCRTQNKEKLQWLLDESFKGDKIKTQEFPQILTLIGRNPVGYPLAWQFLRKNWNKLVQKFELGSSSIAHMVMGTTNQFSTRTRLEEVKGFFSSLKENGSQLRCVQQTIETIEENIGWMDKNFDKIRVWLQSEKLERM
PGC1a acetyl inh: inhibitors of PGC1a acetylation signal, primary screen, cell-based, U2OS, AlphaScreen, inhibitor mode. hit rate 0.17% among 350,000. inhibition, % at 15.6 µM. AlphaScreen anti-acetyl-lysine; with virally co-expressed GCN5 acetyltransferase. AID 651687, 2012;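 active means every replicate shows inhibition of at least 40%; inconclusive means mean inhibition at least 40% but some replicate below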;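 further: 0% = neutral control wells and 100% = positive control wells; some results beyond the cut were filed as inactive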
PglD inh: C. jejuni PglD acetyltransferase inhibitors, primary screen, biochemical, DTNB colorimetric, single point. UDP-N-acetylbacillosamine N-acetyltransferase PglD (Campylobacter jejuni). purified PglD enzyme, DTNB colorimetric CoA detection. inhibition, % at 12.5 µM. hit rate 0.098% among 360,000. AID 602405, 2012; in the data active means inhibition above about 16%, passing the limit was not always enough; inconclusive means no clear call, values can overlap the other calls; further: strong numbers were not always called active
PAX8 inh HTS: inhibitors of PAX8-driven TPO luciferase reporter, primary screen, RMG-I cells, single concentration | SteadyGlo, 24 h | inhibition, % at 12.6 µM | hit rate 1.2% among 360,000 | AID 652154, 2013;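 active means mean replicate inhibition at least 60% with every replicate also reaching 60%; inconclusive means only one of the two criteria is met; inactive means mean below 60% and not all replicates reaching 60%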;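 further: luciferase light reporting Pax8 driven TPO promoter activity; plate controls were median of neutral control wells for no effect and mitoxantrone controls for full effect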
EWS-Fli block: EWS/Fli-driven NR0B1 reporter inhibitors, primary screen, A673 cells, NR0B1 luciferase, luminescence, MLPCN library. viability-normalised. inhibition, % at 12.6 µM. hit rate 0.67% among 350,000. AID 651661, 2012;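 active means mean inhibition of at least 50% after viability correction, with every replicate also passing that limit; inconclusive means mean reaches 50% but only one of two replicates passes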;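 further: firefly luciferase signal divided by Alamar Blue viability fluorescence both relative to DMSO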
S100A4 inh HTS: inhibitors of S100A4-myosin IIA peptide binding, primary screen, biochemical, fluorescence polarization, TAMRA-MyoIIA peptide | inhibition, % at 10.7 µM | Protein S100-A4 (Homo sapiens), P26447 | AID 652163, 2013 | hit rate 0.14% among 360,000;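 active means mean inhibition of at least 70% across replicates, with every replicate also reaching that level; inconclusive means mean inhibition reaches 70% but some replicates fall short; inactive means mean inhibition below 70%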
Target sequence (P26447 whole entry, looked up): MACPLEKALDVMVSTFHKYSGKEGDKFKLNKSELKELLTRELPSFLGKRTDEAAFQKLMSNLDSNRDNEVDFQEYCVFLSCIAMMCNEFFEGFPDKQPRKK
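Material: S100A4 monomer (human). Medium: Calcium-containing HEPES buffer, pH 7.2. Probe or stimulus: labelled myosin peptide probe, 5 nM. Compound dosing: one concentration per compound. Timing: polarization read 5 min after assay mix addition, stable 5–60 min. Benchmarks: DMSO as neutral control, TFP as positive control.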
* = called active by the depositor; ? = inconclusive; . = no result given. Hits appear at their usual frequency, and some 2.1% of all compounds hit somewhere here.

SMILES	LGR2 antag	FN deposit inh	ERAP1 HTS inh	PGC1a acetyl inh	PglD inh	PAX8 inh HTS	EWS-Fli block	S100A4 inh HTS
CC(=O)NC(CC(=O)OCC(=O)N1CCN(S(=O)(=O)c2ccc(C)cc2C)CC1)c1ccccc1 (stereo unspecified)	-3	7	-4	-4	1	3	-1	2
COc1ccc(-c2ccc(OC)c([C@H]3[C@H]4C=CC[C@@H](C)[C@@H]4C(=O)N3Cc3ccccc3)c2)cc1	27	0	2	6	-3	1	20	13
O=C(Nc1ccc(S(=O)(=O)N2CCCCC2c2cccnc2)cc1)c1c(F)cccc1F (stereo unspecified)	-6	4	-2	.	.	12	9	-4
CCOc1ccc(C(=O)N[C@H](C(=O)NNC(=O)c2cccs2)C(C)C)cc1	-9	2	1	2	-1	-21	3	1
N#C[C@@H]1[C@H](c2ccc(C#CC3CCCC3)cc2)[C@@H](CO)N1S(=O)(=O)c1ccccc1	34	-10	4	-4	1	-6	11	-4
O=C(CSc1nc(COc2ccccc2)nc2ccccc12)NC1CCCC1	-20	-4	0	-1	.	-4	-4	1
COc1ccc(NC(=O)Cn2cnc3sc(C)c(S(=O)(=O)N4CCOCC4)c3c2=O)c(OC)c1	4	14	-3	7	-1	-5	4	-2
COc1ccc(CCC(=O)NC(C)C)cc1	-10	3	2	0	-2	-6	10	-1
COc1ccc(S(=O)(=O)NC2CC2)cc1Br	1	3	3	.	.	-4	5	5
Nc1ccccc1C(=O)NNC1=C(C(=O)C(F)(F)F)CCC1	.	-9	-1	25	-2	-27	-8	-4
COCCn1c(SCC(=O)Nc2cccc(F)c2)nc2c(c1=O)SCC2	-6	5	5	.	-3	14	4	-3
COCc1[nH]nc2c1C(c1ccc(C)cc1)N(Cc1ccccc1)C2=O (stereo unspecified)	8	0	0	.	.	-14	-4	-2
CN(C)C(=O)CSc1nnc(Cc2ccc3c(c2)OCO3)o1	7	-5	-1	.	.	-10	2	-17
COc1ccccc1-c1ccccc1[C@H]1[C@H](C#N)N(C(=O)CN(C)C)[C@H]1CO	-14	5	-1	1	.	.	-2	-4
COc1ccc(S(=O)(=O)N2CCOCC2)cc1NC(=O)C1COc2ccccc2O1 (stereo unspecified)	9	11	-5	0	-1	4	5	3
COc1cc(C(=O)NCc2nnc(SCC(=O)N3CCOCC3)o2)cc(OC)c1OC	-3	-5	0	7	.	-1	10	-1
NC(=O)C1(Nc2ccc([N+](=O)[O-])cc2)CCCC1	-7	-2	6	5	-17	-12	-8	4
CCN1CCN(C(=O)C(C)Nc2ccc(OC)cc2OC)CC1 (stereo unspecified)	-3	-2	1	.	-1	9	1	-11
O=C(Nc1n[nH]c(=S)s1)c1ccc2ccccc2c1	-54	.	-1	5	1	-193	.	-2
CC(=O)N1[C@H](CO)[C@@H]2c3ccccc3N(S(=O)(=O)c3ccccc3C)C[C@@H]21	-8	4	1	-3	1	-20	-2	1
O=[N+]([O-])c1ccc(Cl)c(-c2ccc(/C=N/n3cnnc3)o2)c1	-8	-9	-1	5	-4	-3	8	2
O=C(NCCO)C(=O)NCC1OCCCN1S(=O)(=O)c1cc(F)ccc1F (stereo unspecified)	6	.	0	1	-3	6	3	20
O=C(COc1ccc(F)cc1)NCCNC(=O)COc1ccc(F)cc1	-5	-7	-2	-7	5	8	6	-2
COc1ccc2c3c(n(C)c2c1)[C@H](CO)N(Cc1ccccc1F)CC31CCN(C(=O)C2CCC2)CC1	11	.	.	-15	.	.	6	-15
CCOCCCn1c(=S)[nH]c2cc(C(=O)N3CCN(C)CC3)ccc2c1=O	-6	-2	4	5	-2	5	.	5

Continuation.
SMILES	LGR2 antag	FN deposit inh	ERAP1 HTS inh	PGC1a acetyl inh	PglD inh	PAX8 inh HTS	EWS-Fli block	S100A4 inh HTS
Cc1noc(C)c1NC(=O)Nc1cccc2c1O[C@H](CN(C)Cc1ccc(C(=O)Nc3ccccc3N)cc1)[C@H](C)CN([C@H](C)CO)C2=O	-6	-8	1	0	.	-45	-7	-10
COc1ccc(/C(C)=N/Nc2nc3ccccc3nc2C)cc1OC	.	3	2	.	.	-123	-52	-4
COC(=O)c1scc(C)c1-n1ccc(C(=O)C(=O)N(C)C)c1	9	-11	-5	.	-5	-8	-9	5
Cc1ccc(S(=O)(=O)N(C)C[C@H]2Oc3ccc(NC(=O)Nc4ccc5c(c4)OCO5)cc3C(=O)N([C@@H](C)CO)C[C@@H]2C)cc1	13	.	-1	0	1	-5	-5	3
COc1ccc(C(=O)N(Cc2ccccc2)c2ccc(C)cc2)cc1S(=O)(=O)N1CCOCC1	-20	4	-2	.	-5	-3	-16	0
CN1[C@H](C(=O)NCc2ccccc2F)[C@@H](CO)[C@@H]2Cn3c(ccc(C4=CCCC4)c3=O)[C@@H]21	2	.	5	.	0	.	3	?
O=C(NCc1nnc(SCc2ccccc2)n1-c1ccc(F)cc1)C12CC3CC(CC(C3)C1)C2	6	-4	0	-4	4	15	12	-1
CN(C)CC(=O)Nc1ccc2c(c1)[C@@H]1C[C@@H](CC(=O)NCc3cc(F)ccc3F)O[C@H](CO)[C@@H]1O2	17	.	-2	2	-1	-13	2	12
COC(=O)c1ccc(CNC(=O)c2cc3ccccc3oc2=O)cc1	4	-5	-2	2	.	6	-1	0
COc1cc(OC)cc(C(=O)NCCNc2nc3cc(C)cc(C)c3cc2C#N)c1	-3	6	-2	-10	3	8	-22	8
CCN(C(=O)CSc1nnc(-c2cccs2)n1N)c1c(N)n(Cc2ccccc2)c(=O)[nH]c1=O	2	2	5	-74	-3	-3	-6	-4
CN(CCS(=O)(=O)c1ccc(Cl)cc1)Cc1cccnc1	1	-1	0	-28	4	0	14	-2
CCN(C(=O)CSc1nc(C)nc2sc3c(c12)CCC3)C1CCS(=O)(=O)C1 (stereo unspecified)	0	-6	4	-5	-1	42	18	-6
CCCC(=O)Nc1cc(C)cn(Cc2c(F)cccc2Cl)c1=O	15	-4	-2	4	8	28	-20	4
COc1ccc(CCNC(=S)Nc2ccc(C(C)C)cc2)cc1	13	12	.	9	8	-13	4	-9
CCN(CC)S(=O)(=O)c1cccc(C(=O)N/N=C2\CCCC(=O)C2)c1	-3	-9	3	-5	.	-2	-10	1
CC(C)CC#Cc1cnc2c(c1)C(=O)N([C@H](C)CO)C[C@H](C)[C@@H](CN(C)C(=O)Cc1cccnc1)O2	-20	2	0	1	-2	.	2	13
COc1ccc(CNC(=O)CN(c2ccccc2)S(=O)(=O)N(C)C)cc1	-3	6	0	1	.	9	10	-2
COc1ccccc1CNC(=O)CCC(=O)N1CCOc2ccc(C)cc21	17	2	1	13	-1	2	-7	-14
O=C(Nc1ccc(N2CCOCC2)cc1)c1ccc(Cl)cc1N1CCCC1=O	18	0	1	-8	-1	6	0	1
CCN(c1ccccc1)S(=O)(=O)c1ccc(Cl)c(NC(=O)COC(=O)c2ccc[n+]([O-])c2)c1	26	4	6	-3	.	-7	-6	-7
O=C(COC(=O)c1n[nH]c(=O)c2ccccc12)NC1CCCCC1	2	2	-1	.	5	-4	-2	2
CC1CN(S(=O)(=O)c2cc(C(=O)N3CCCCC3C)ccc2Cl)CC(C)O1 (stereo unspecified)	2	-8	-2	.	0	10	9	2
C[C@@H]1CN([C@H](C)CO)C(=O)c2cc(NS(C)(=O)=O)ccc2O[C@@H](C)CCCCO[C@@H]1CN(C)S(=O)(=O)c1cn(C)cn1	0	.	-1	3	3	.	-9	0
Cc1ccc(-c2cc(C(=O)N/N=C/c3ccc(Cl)cc3)n[nH]2)o1	23	3	0	18	0	25	-1	2

Whole records as entered above. Order of screens: LGR2 antag, FN deposit inh, ERAP1 HTS inh, PGC1a acetyl inh, PglD inh, PAX8 inh HTS, EWS-Fli block, S100A4 inh HTS
Shown for Cc1ccc(-c2cc(C(=O)N/N=C/c3ccc(Cl)cc3)n[nH]2)o1 → 23, 3, 0, 18, 0, 25, -1, 2
Shown for COc1ccccc1CNC(=O)CCC(=O)N1CCOc2ccc(C)cc21 → 17, 2, 1, 13, -1, 2, -7, -14
Shown for O=C(NCCO)C(=O)NCC1OCCCN1S(=O)(=O)c1cc(F)ccc1F (stereo unspecified) → 6, ., 0, 1, -3, 6, 3, 20
Shown for C[C@@H]1CN([C@H](C)CO)C(=O)c2cc(NS(C)(=O)=O)ccc2O[C@@H](C)CCCCO[C@@H]1CN(C)S(=O)(=O)c1cn(C)cn1 → 0, ., -1, 3, 3, ., -9, 0

Following part.
SMILES	LGR2 antag	FN deposit inh	ERAP1 HTS inh	PGC1a acetyl inh	PglD inh	PAX8 inh HTS	EWS-Fli block	S100A4 inh HTS
CN(Cc1cnn(-c2ccccc2)c1)C(=O)c1cccc(S(=O)(=O)Nc2ccccc2F)c1	24	.	-4	-4	-2	12	12	10
COCC(=O)Nc1ccc2c(c1)[C@@H]1C[C@H](CC(=O)NCc3ccccc3)O[C@H](CO)[C@@H]1O2	-3	-11	1	-2	3	-2	-4	-11
Cc1nnc(NC(=O)CSc2cn(CCNC(=O)c3ccccc3)c3ccccc23)s1	17	5	4	.	-7	-55	-15	-4
COc1cccc(-c2ccc3c(c2)[C@@H]2[C@@H](CCN2C(=O)c2ccccc2F)[C@H](CO)N3C)c1	-15	5	0	4	-4	72*	-33	1
Cc1c(C(=O)Nc2nnc(SCc3ccccc3Cl)s2)cccc1[N+](=O)[O-]	-3	4	5	4	4	-6	5	0
Cc1c(-c2ccc(OCc3ccccc3)cc2)nc2ccccc2c1C(=O)O	4	-7	0	8	9	-2	-6	-5
COc1cccc(C#Cc2ccc([C@@H]3[C@@H](CO)N4C(=O)CN(C(=O)c5ccncc5)C[C@@H]34)cc2)c1	18	.	-2	15	.	34	-15	17
C[C@@H]1CN([C@H](C)CO)C(=O)c2cccc(NC(=O)c3nc4ccccc4s3)c2O[C@@H]1CN(C)Cc1ccccc1	-9	.	0	.	0	8	2	8
Cc1ccc(S(=O)(=O)NC(=O)COc2cc(C)ccc2C(C)C)cc1	1	-4	6	.	0	4	4	3
CC1CCCC(NC(=O)CCC(=O)NCc2ccccc2)C1C (stereo unspecified)	8	0	-3	6	-2	-14	4	1
Cc1ccc2nc(Nc3ccccc3)c(C=O)c(=O)n2c1	-12	-5	-1	-4	1	-15	-11	-13
CCc1sc(N2[C@H](C#N)[C@H](c3ccccc3-c3ccccc3)[C@H]2CO)nc1C	4	-8	1	-15	.	-3	7	65
CCN1CCN(C(=O)C(N)Cc2ccccc2)CC1 (stereo unspecified)	-5	0	-1	.	.	2	3	-2
CCc1cccc(N(C(=O)c2csnn2)C(C(=O)NC2CCCC2)c2cccnc2)c1 (stereo unspecified)	18	2	-1	.	3	0	0	-1
CCOc1ccccc1N(C)C(=O)c1sc2ncn(CC(=O)N3CCCCC3C)c(=O)c2c1C (stereo unspecified)	30	2	3	6	1	-24	5	0
O=[N+]([O-])c1ccc2c(c1)C(=Nc1ccccc1)c1ccccc1-2	-4	-11	-1	-4	2	-14	-1	-11
O=C(c1ccccc1Cc1ccccc1)N1CCN(S(=O)(=O)c2ccccc2F)CC1	7	7	-2	.	-1	4	0	-4
